FLuc counter – firefly luciferase modulation, counter-screen for miR-21 project | P08659 | purified FLuc, Km substrates, luminescence inhibition | Potency, µM (highest dose often 57.5 µM), without a hit: top-dose activity change, negative = inhibition, hits mostly inhibitors | 360,000 tested, 6.9% active;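 note: plate controls were vehicle for no effect and reference inhibitor for full effect; nearly all actives have a fitted effect of over 55% in size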
Target sequence (P08659 whole entry, looked up): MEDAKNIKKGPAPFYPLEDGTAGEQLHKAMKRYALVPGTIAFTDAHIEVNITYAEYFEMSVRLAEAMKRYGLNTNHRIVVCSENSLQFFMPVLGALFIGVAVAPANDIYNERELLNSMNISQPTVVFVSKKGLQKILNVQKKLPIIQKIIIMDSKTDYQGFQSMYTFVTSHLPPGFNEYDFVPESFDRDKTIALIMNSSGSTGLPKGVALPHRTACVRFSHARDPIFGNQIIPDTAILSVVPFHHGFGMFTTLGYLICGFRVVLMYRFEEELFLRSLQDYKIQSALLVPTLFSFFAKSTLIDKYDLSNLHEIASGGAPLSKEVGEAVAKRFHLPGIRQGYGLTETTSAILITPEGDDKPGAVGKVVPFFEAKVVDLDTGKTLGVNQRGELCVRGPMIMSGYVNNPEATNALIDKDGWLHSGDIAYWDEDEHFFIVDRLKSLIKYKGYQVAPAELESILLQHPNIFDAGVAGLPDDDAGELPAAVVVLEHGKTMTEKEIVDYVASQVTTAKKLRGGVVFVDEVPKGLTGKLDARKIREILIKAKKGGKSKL
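Purified P. pyralis luciferase (10nM final) with 10uM D-luciferin and 10uM ATP (Km levels) in 50mM Tris acetate pH 7.5, 10mM Mg acetate, 0.01% Tween-20, 0.05% BSA; qHTS 6-point titration, ~60 µM downward; luminescence read.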
uPA generation – inhibitors of cell surface uPA generation; 330,000 tested, 0.31% active; cell surface uPA generation assay, qHTS; AID 540303; Potency, µM (highest dose often 38.3 µM), without a hit: at the top dose activity change, negative = inhibition, usual class: inhibitors; active = well fitted inhibition curve with a large enough effect; inconclusive = small, poorly fitted or top-dose-only effect; inactive = no such curve, though single readings can be large or run the other way; tested in mouse RAW 264.7 cells; note: % is set by controls: 0 for no effect and ±100 for the full control effect; nearly all actives have a fitted effect of over 55% in size
NPC1 promoter act – NPC1 promoter activation; Potency, µM (titrated, usually from 9.22 µM), inactives show at the highest dose activation, hits mostly activators; Huh7 NPC1 promoter luciferase reporter, 24 h; 320,000 tested, 2.4% active;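 note: % of control where 0% means no effect; nearly all actives have a fitted effect of over 60% in size; reporter is driven by a mutant NPC1 promoter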
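NPC1 promoter–luciferase Huh7 cells; 24 h compound; luminescence.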
ELG1 genotoxic – induces genotoxicity in HEK293T cells with luciferase-tagged ELG1. AID 504466. HEK293T ELG1-luciferase reporter, luminescence, 16 h. 330,000 tested, 1.3% active. Potency, µM (series often up to 46 µM), inactives show at the highest dose activity change, positive = activation, most hits filed as activators; note: % of control where 0% means no effect; nearly all actives have a fitted effect of over 60% in size
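After overnight (16 hr) compound treatment at 37 °C, ELG1-luciferase HEK293T cells were lysed with ONE-Glo; luminescence quantified 30 min later at room temperature.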
RORg inh – blocks mouse ROR gamma transcriptional activity. Drosophila S2 Gal4-RORgamma UAS-luciferase reporter, 20 h. Potency, µM (top dose mostly 53.6 µM), inactives show at the highest dose activity change, negative = inhibition, hits mostly inhibitors. 310,000 tested, 5.4% active; note: % is set by controls: 0 for no effect and ±100 for the full control effect; nearly all actives have a fitted effect of over 60% in size
Target sequence (P51450 whole entry, looked up, the tested form may be a part): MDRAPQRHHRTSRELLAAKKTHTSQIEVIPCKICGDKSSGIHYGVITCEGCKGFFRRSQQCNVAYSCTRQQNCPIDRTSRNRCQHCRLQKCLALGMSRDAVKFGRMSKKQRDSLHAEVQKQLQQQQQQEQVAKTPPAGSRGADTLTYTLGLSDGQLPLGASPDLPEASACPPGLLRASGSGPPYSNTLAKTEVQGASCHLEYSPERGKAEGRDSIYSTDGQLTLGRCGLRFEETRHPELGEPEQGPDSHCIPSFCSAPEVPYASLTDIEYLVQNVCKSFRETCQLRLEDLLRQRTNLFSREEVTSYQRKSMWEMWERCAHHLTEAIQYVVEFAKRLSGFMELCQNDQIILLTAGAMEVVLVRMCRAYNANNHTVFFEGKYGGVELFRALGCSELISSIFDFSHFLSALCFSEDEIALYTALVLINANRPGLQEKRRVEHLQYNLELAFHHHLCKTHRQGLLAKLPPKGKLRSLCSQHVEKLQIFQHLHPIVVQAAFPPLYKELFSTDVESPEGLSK
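Luminescence from a UAS-regulated Photinus luciferase reporter in stably transfected Drosophila Schneider cells is measured; decreased signal marks ROR gamma inhibition. Fusion expression is induced by 700 uM copper sulfate for 20 hr.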
BRCA1 expr act – increases BRCA1 expression | MCF7-BRCA1-FFLuc reporter, luminescence, 48 h; response scale: scaled: vehicle 0%, 10 µM genistein 100% | Potency, µM (top dose mostly 46.1 µM), for inactives: top-dose activation, most hits filed as activators | 380,000 tested, 1.1% active | AID 624202; note: nearly all actives have a fitted effect of over 80% in size; some results filed as inactive show a strong effect at the top dose
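MCF7-BRCA1-FFLuc, 2000 cells/well; 2 h attach, 37 °C/5% CO2; compound 48 h; luciferase substrate 15 min; luminescence end-point. Norm. to genistein 10 microM max activation and DMSO; concentration-response curves fitted.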
Gal4-VP16 FLuc – Gal4-VP16 reporter inhibition counter-screen | Drosophila S2 Gal4-VP16 UAS-luciferase, luminescence, 20 h | Potency, µM (series often up to 53.6 µM), for inactives: top-dose activity, negative = inhibition, actives largely listed as inhibitors | 310,000 tested, 3.5% active;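 note: Gal4-VP16 expression switched on by copper sulfate through the metallothionein promoter; % is set by controls: 0 for no effect and ±100 for the full control effect; nearly all actives have a fitted effect of over 50% in size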
p53 reactivator – mutant p53 re-activation in reporter cells | H1299 p53-A138V BP100-luciferase reporter, luminescence, 24 h | Potency, µM (doses to about 92.2 µM), inactives show at the highest dose activity change, positive = activation, usual class: activators | 320,000 tested, 0.063% active | AID 504706; note: % of control where 0% means no effect; nearly all actives have a fitted effect of over 45% in size
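p53-null H1299 cells stably carrying temperature-sensitive p53-A138V and a BP100-luciferase reporter were pinned with compounds (4-point, 1:5 series) and held 24 hrs at 37 deg C. Luminescence was read 10 min after detection reagent.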
MBNL1 CUG block – blocks human MBNL1 binding to CUG repeat RNA; Q9NR56; TR-FRET MBNL1-His/biotin-(CUG)12 binding, 665/545 ratio; Potency, µM (titrated, usually from 57.5 µM), without a hit: top-dose activity change, negative = inhibition, most hits filed as inhibitors; 280,000 tested, 0.036% active; AID 2675; active = well fitted inhibition curve with a large enough effect in the signal ratio, with a control signal flat, not every such curve was filed as active; inconclusive = small, poorly fitted or top-dose-only effect, or effect the other way, or a change in a side signal; inactive = no such curve, though single readings can be large or run the other way; the % refers to the signal ratio; note: % is set by controls: 0 for no effect and ±100 for the full control effect
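Ratiometric TR-FRET (665 over 545 nm, excitation 340 nm) tracks disruption of MBNL1-His/biotin-(CUG)12 complex after 60 min at room temperature, with compounds at 92 nM to 58 uM final.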
Rab9 prom act – activators of Rab9 promoter; Potency, µM (series often up to 9.22 µM), for inactives: at the top dose activation, negative = inhibition, hits mostly activators; Huh7 Rab9 promoter-luciferase reporter, luminescence, 24 h; AID 485297; 320,000 tested, 2.8% active; note: % of control where 0% means no effect; nearly all actives have a fitted effect of over 60% in size
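Cell-based reporter: Huh7 stable for Rab9 promoter-driven luciferase, plated in reduced-serum medium with 10% FBS at 1500 cells/well, compound-treated 24 h at 37 °C, luminescence read after 10 min reagent.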
The depositor's hits bear a star; ? = inconclusive; . = not tested or not shown; [ ] = remark or other dose. Unless noted, calls come from the whole dose curve; as a rule, active = well fitted curve in the direction sought with a large enough effect; inconclusive = small, poorly fitted or top-dose-only effect, or another doubt; inactive = no such curve, though single readings can be large; an effect the other way counts as inactive or inconclusive. Potency is the fitted concentration of half-maximal effect.

SMILES	FLuc counter	uPA generation	NPC1 promoter act	ELG1 genotoxic	RORg inh	BRCA1 expr act	Gal4-VP16 FLuc	p53 reactivator	MBNL1 CUG block	Rab9 prom act
COc1ccc2[nH]c(=O)c(CN(CCc3ccccc3)C(C)=O)cc2c1	-0.7%	.	-5.2%	4.0%	0.0%	7.8%	-11.5%	-2.0%	4.5%	-5.7%
O=c1cc(O)n(-c2ccc(F)cc2)c(=S)[nH]1	-1.7%	6.5%	0.6%	3.0%	-0.2%	9.8%	-16.1%	0.7%	8.2%	-3.2%
COc1cccc(NC(=O)c2sc3nc(N4CCOCC4)c4c(c3c2N)CCCC4)c1	-17.9%	?	-2.6%	10.0%	19.9%	-48.3%	26.8%	12.2%	6.9%	3.7%
Cn1ncc2c(O/N=C(\N)c3ccc(C(F)(F)F)cc3)ncnc21	3.6%	2.82µM*	-2.6%	-15.2%	-42.6%	-92.0%	?	-13.8%	-3.1%	-9.8%
COc1ccc(NC(=O)CSc2nnc(-c3ccccc3F)n2C2CC2)cc1S(N)(=O)=O	5.7%	3.6%	-6.2%	-1.1%	17.0%	-11.5%	-1.2%	0.3%	-3.7%	-4.5%
CC(C)Cc1nnc(NC(=O)CCC(=O)NC2CC2)s1	-1.7%	0.4%	2.6%	0.5%	0.0%	0.8%	-7.6%	2.6%	-7.4%	0.1%
O=C(c1ccc(-n2c(SCc3cc(F)ccc3F)nc3ccccc3c2=O)cc1)N1CCOCC1	2.9%	-3.7%	-1.3%	1.1%	37.1%	-24.5%	0.3%	-8.5%	-7.1%	-9.3%
ONC(=Nc1ccccc1)c1ccc(Cl)cc1	-1.6%	-0.3%	-2.6%	-0.4%	27.1%	0.9%	-1.2%	-0.5%	-5.1%	2.6%
O=C(CN(Cc1ccc(Br)cc1)S(=O)(=O)c1ccccc1)NCC1CCCO1 (stereo not drawn)	2.8%	0.6%	-4.9%	0.9%	-6.7%	-25.5%	0.6%	-7.8%	-3.9%	-8.2%
Cc1ccc2c(CC(=O)NCC3(N4CCOCC4)CCCCC3)coc2c1C	-2.4%	18.7%	1.6%	-1.6%	.	-23.3%	.	2.3%	.	-5.4%
CC(=O)c1c(C)c(C)c2n1CCn1c(C)ccc1-2	-17.8%	-7.1%	2.4%	-1.6%	-5.3%	-24.3%	16.2%	-1.2%	3.8%	11.9%
COc1cc2oc(=O)c3c(c2cc1OCC(=O)c1c(C)n(C)c2ccccc12)CCCC3	3.1%	-6.6%	-5.9%	-1.2%	4.5%	-10.3%	-16.3%	1.0%	-8.5%	-11.1%
CCOc1ccc(C(=O)NCc2ccccc2)cc1Br	-17.8%	0.9%	1.0%	0.7%	-4.2%	1.5%	2.2%	0.2%	-8.4%	-2.8%
CCCC(=NC(C)CC)C1=C(O)CC(c2ccccc2)CC1=O (stereo not drawn)	4.3%	-1.5%	3.0%	-3.9%	25.0%	-18.9%	-10.3%	-1.9%	2.2%	1.2%
COc1ccc(CCN2CC(C(=O)NC3CCOCC3)CCC2=O)cc1 (stereo not drawn)	4.3%	-15.8%	-1.8%	-0.1%	20.8%	1.9%	-0.8%	-1.3%	-0.3%	-2.0%
O=C1CCC(NC(=O)c2ccccc2)C(=O)N1 (stereo not drawn)	1.9%	-9.1%	0.6%	-3.6%	-35.3%	10.4%	2.9%	-1.1%	?	0.2%
Cc1nc2c(C(=O)O)cnn2c(C)c1Cc1ccccc1F	1.3%	.	-0.8%	-8.7%	-14.2%[0.365 µM]	-21.0%	.	-6.4%	-9.3%	-2.9%
Cc1[nH][nH]c(=O)c1C=NCc1cccc(C(F)(F)F)c1	-1.8%	-0.3%	-1.0%	13.1%	13.3%	-4.6%	-0.8%	-1.1%	2.8%	-2.3%
COc1cccc(/C(O)=C2\C(=O)C(=O)N(c3ccccn3)C2c2ccccc2OC)c1 (stereo not drawn)	6.5%	-0.7%	0.0%	1.9%	3.3%	-6.2%	-1.0%	11.3%	14.9%	-7.0%
Cc1nnc(-c2ccccc2)nc1N(C)C	-7.6%	.	-0.4%	3.8%	0.6%	2.2%	-9.7%[10 µM]	-3.4%	-8.0%	11.5%
COc1ccc2c(c1)nc(NCCO)n2C	-6.7%	1.5%	0.4%	1.5%	1.0%	-2.4%	-7.7%	18.3%	29.8%[11.5 µM]	0.9%
CC(=O)c1ccccc1NS(=O)(=O)c1cccc2nonc12	1.1%	2.7%	-1.4%	25.5%	-30.0%	-9.9%	-0.3%	-3.8%	8.2%	1.8%
Cc1ccccc1C(=O)NCC(=O)N1CCN(C/C=C/c2ccccc2)CC1	.	4.2%	.	-2.3%	.	-11.5%	.	-1.4%	.	.
C/C(=N\NC(=O)CCc1c[nH]c2ccccc12)c1ccc([N+](=O)[O-])cc1	6.3%	-0.2%	0.3%	0.5%	?	-34.4%	-17.6%	-6.2%	?	-4.9%
COc1ccc(CCNC(=O)COc2ccc(S(=O)(=O)NC(C)C)cc2)cc1OC	-1.6%	3.8%	1.1%	0.4%	7.5%	-15.5%	-4.8%	-4.8%	-8.1%	5.3%
SMILES	FLuc counter	uPA generation	NPC1 promoter act	ELG1 genotoxic	RORg inh	BRCA1 expr act	Gal4-VP16 FLuc	p53 reactivator	MBNL1 CUG block	Rab9 prom act
O=C(Nc1ccc(N2CCN(C(=O)c3cccs3)CC2)cc1)c1ccc(Br)o1	.	-7.2%	-2.4%	-7.6%	.	0.0%	.	-5.5%	.	-0.5%
O=C(COC(=O)Cc1cn2ccsc2n1)NC12CC3CC(CC(C3)C1)C2	-0.8%	4.2%	1.2%	2.4%	-0.4%	9.0%	-0.9%	-4.9%	-3.4%	-5.1%
Cc1ccc(C(=O)NCC(=O)OCC(=O)N(CC(C)C)c2c(N)n(Cc3ccccc3)c(=O)[nH]c2=O)cc1	-8.1%	-7.1%	-2.4%	8.5%	.	5.9%	.	15.1%	.	0.3%
COc1cccc(C(=O)NCCNC(=O)c2ccc(C)nc2)c1	-1.9%	2.7%	-1.4%	-0.8%	8.6%	9.9%	0.4%	-2.6%	-0.9%	-0.6%
Nc1nc2ccc(C(=O)NCCOC(=O)C3CCCCC3)cc2s1	-0.9%	-0.5%	-2.0%	5.4%	-20.4%	-0.2%	4.2%	-2.8%	-2.8%	-2.8%
COc1ccc([C@@H]2[C@@H]3C(=O)N(C(C)(C)C)C(=O)[C@@H]3[C@]3(C)C(=O)N(c4cccc(F)c4)C(=O)N23)cc1	-3.5%	16.5%	-3.9%	1.1%	-14.4%	4.3%	-4.6%	7.0%	6.3%	0.1%
Cc1ccc(OCc2nc(C#N)c(NCc3ccco3)o2)cc1	-14.0%	-10.9%	1.3%	12.5%	14.3%	26.6%	-6.2%	-1.0%	1.3%	-0.6%
O=C(O)CCCNC(=O)/C(=C\c1ccc(Cl)cc1)NC(=O)c1ccc(Br)cc1	-6.7%	1.2%	-1.0%	0.1%	-1.3%	2.8%	-1.6%	0.0%	-6.7%	-2.5%
c1ccc(COc2cccc(CN3CCCCC3)c2)cc1	1.4%	-5.8%	-0.2%	-3.8%	-6.2%	6.3%	0.2%	12.0%	11.6%	-0.8%
COC(=O)Cn1c(=NC(=O)c2cc(OC)c(OC)c(OC)c2)sc2cc(OC)ccc21	-0.6%	5.5%	-0.1%	6.6%	34.4%	12.9%	1.8%	-6.9%	.	0.3%
COc1ccc(S(=O)(=O)NC(N)=NCCc2ccc(OC)c(OC)c2)cc1C	5.7%	-6.2%	-1.1%	5.2%	-0.5%	7.7%	-0.6%	-3.0%	-10.1%	1.0%
Cc1cccc(NC(=O)Cc2c(F)cccc2Cl)n1	15.1µM*	-6.2%	2.51µM*	?	10.9%	?	-12.5%	2.0%	0.3%	3.16µM*
COc1ccccc1NS(=O)(=O)c1ccc(C)c(C(=O)NNC(=O)c2csc(N3CCOCC3)n2)c1	.	9.3%	.	-2.7%	.	-6.0%	.	-2.0%	.	.
CC(C)NC(=O)COC(=O)c1ccccc1CSC1=NCCS1	-2.3%	0.5%	1.0%	0.3%	15.6%	9.1%	5.4%	9.2%	2.6%	-3.0%
CCOC(=O)N1CCN(C(=O)c2ccc3c(=O)n(CCc4ccc(OC)c(OC)c4)c(=O)[nH]c3c2)CC1	0.2%	0.9%	18.8%	-11.9%	23.1%	-4.3%	-1.3%	6.9%	-3.0%	-0.1%
Cc1csc(SCC(=O)NC(=O)NCCC(C)C)n1	4.3%	-5.5%	-2.4%	0.8%	27.6%	11.9%	-2.0%	-1.7%	-1.1%	-7.1%
O=C(COc1ccc(/C=N/NS(=O)(=O)c2ccccc2)cc1)NCCc1ccccc1	-15.3%	-1.3%	-0.8%	-4.4%	41.1%	-21.2%	-10.2%	-6.1%	5.8%	1.4%
COc1ccccc1NC(=S)N1CCN(C/C=C/c2ccccc2)CC1	4.8%	-4.9%	-2.6%	0.2%	?	-11.6%	-10.9%	-9.0%	4.7%	2.1%

Reformatted: results already given.
| mol | FLuc counter | uPA generation | NPC1 promoter act | ELG1 genotoxic | RORg inh | BRCA1 expr act | Gal4-VP16 FLuc | p53 reactivator | MBNL1 CUG block | Rab9 prom act |
| --- | --- | --- | --- | --- | --- | --- | --- | --- | --- | --- |
| Cc1cccc(NC(=O)Cc2c(F)cccc2Cl)n1 | 15.1µM* | -6.2% | 2.51µM* | ? | 10.9% | ? | -12.5% | 2.0% | 0.3% | 3.16µM* |
| COc1ccccc1NS(=O)(=O)c1ccc(C)c(C(=O)NNC(=O)c2csc(N3CCOCC3)n2)c1 | . | 9.3% | . | -2.7% | . | -6.0% | . | -2.0% | . | . |

Source: PubChem
